Screening data as filed in PubChem.
NALP1 inh: inhibitors of NALP1 inflammasome in yeast; S. cerevisiae NALP1/ASC/caspase-1 growth, X-gal OD620, 72 h; inhibition, % at 10 µM; 280,000 tested, 0.61% active; AID 2071; in the data active = inhibition mostly above about 24%, no sharp cut-off; inactive = mostly below about 32%; also: some compounds called inactive have numbers as strong as hits
PfM18AAP inh: blocks P. falciparum M18 aspartyl aminopeptidase; recombinant PfM18AAP, H-Glu-NHMec fluorogenic cleavage; inhibition, % at 7.35 µM; 290,000 tested, 1.2% active;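 active = inhibition above the campaign mean inhibition over all tested compounds plus 3 SD, cut at about 28% in these data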;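 also: 0% = plate median of test compound wells and 100% = 2 mM ZnCl2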
DNA FID counter: fluorescent intercalator displacement, NS3 helicase counter-screen. DNA fluorescent intercalator displacement, fluorescence. inhibition, % at 7.9 µM. 290,000 tested, 0.17% active. AID 1845; in the data active = inhibition above about 37%;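 also: 0% = vehicle and 100% = reference compound; higher means more ethidium bromide displaced from hairpin DNA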
OXTR agonist: human OXTR agonism. activation, % at 3 µM. 320,000 tested, 0.32% active. P30559. AID 2435. CHO-OTR cells, Fluo-8 calcium fluorescence; normalized: DMSO 0%, oxytocin 100%;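 active = activation above the mean of all tested compounds plus 3 SD, cutoff set per screening run, cut at about 20% in these data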;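 also: peak over basal fluorescence ratio from a 100 s FLIPR kinetic read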
PHOSPHO1 inh: inhibitors of human PHOSPHO1 phosphatase; AID 1565; inhibition, % at 13.3 µM; recombinant PHOSPHO1, absorbance phosphatase assay; 290,000 tested, 1.1% active; Q8TCT1; in the data active = inhibition above about 60%
MEKK2wt PB1 HTS: raises or lowers MEK5 binding to wildtype human MEKK2 PB1 domain; Q9Y2U5; bead flow cytometry, Alexa488-MEK5 binding to MEKK2 WT; actives lie on both sides; binding response (% of control), % at 10 µM; 290,000 tested, 1.1% active; in the data active = binding response below about 67% or above about 130%
GPR7 antagonist: antagonists of human GPR7 (neuropeptides B/W receptor 1). P48145. GPR7-expressing cells, fluorescence antagonist assay. inhibition, % at 4.4 µM. 290,000 tested, 1.1% active; in the data active = inhibition above about 16%, passing the limit was not always enough;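 also: cells stimulated with the agonist NPW; 0% = agonist with vehicle and 100% = vehicle without agonist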
Target sequence (P48145 whole entry, looked up): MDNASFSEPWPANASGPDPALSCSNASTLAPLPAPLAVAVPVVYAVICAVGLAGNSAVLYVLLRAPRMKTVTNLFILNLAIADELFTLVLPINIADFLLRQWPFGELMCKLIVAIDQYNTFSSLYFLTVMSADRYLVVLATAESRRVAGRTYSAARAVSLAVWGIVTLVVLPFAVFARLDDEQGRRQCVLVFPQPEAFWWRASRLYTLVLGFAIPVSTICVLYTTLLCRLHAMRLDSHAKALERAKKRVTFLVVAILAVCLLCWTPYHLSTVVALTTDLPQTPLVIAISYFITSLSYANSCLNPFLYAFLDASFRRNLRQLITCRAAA
MEKK2 mut-MEK5: signal of MEK5 binding to mutant human MEKK2 PB1 domain | bead flow cytometry, Alexa488-MEK5 binding to MEKK2 mutant | percent response, % at 10 µM | 290,000 tested, 0.35% active; in the data active = percent response above about 24%, passing the limit was not always enough; also: inactives centre near 1; some results filed as inactive read as strong as hits; reference of the scale not given here
MEKK3 PB1 HTS: raises or lowers MEK5 binding to the human MEKK3 PB1 domain | Q99759 | bead-based flow cytometry, Alexa488-MEK5 binding to MEKK3; actives lie on both sides; 0 = blocked by unlabeled MEK5, 100 = vehicle | binding response (% of control), % at 10 µM | 290,000 tested, 1.4% active;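 active = binding response more than 3 SD above or below the average of its plate-row segment, actives on both sides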;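 also: Alexa488 bead fluorescence after subtracting the streptavidin-only scavenger bead signal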
Target sequence (Q99759 whole entry, looked up, the tested form may be a part): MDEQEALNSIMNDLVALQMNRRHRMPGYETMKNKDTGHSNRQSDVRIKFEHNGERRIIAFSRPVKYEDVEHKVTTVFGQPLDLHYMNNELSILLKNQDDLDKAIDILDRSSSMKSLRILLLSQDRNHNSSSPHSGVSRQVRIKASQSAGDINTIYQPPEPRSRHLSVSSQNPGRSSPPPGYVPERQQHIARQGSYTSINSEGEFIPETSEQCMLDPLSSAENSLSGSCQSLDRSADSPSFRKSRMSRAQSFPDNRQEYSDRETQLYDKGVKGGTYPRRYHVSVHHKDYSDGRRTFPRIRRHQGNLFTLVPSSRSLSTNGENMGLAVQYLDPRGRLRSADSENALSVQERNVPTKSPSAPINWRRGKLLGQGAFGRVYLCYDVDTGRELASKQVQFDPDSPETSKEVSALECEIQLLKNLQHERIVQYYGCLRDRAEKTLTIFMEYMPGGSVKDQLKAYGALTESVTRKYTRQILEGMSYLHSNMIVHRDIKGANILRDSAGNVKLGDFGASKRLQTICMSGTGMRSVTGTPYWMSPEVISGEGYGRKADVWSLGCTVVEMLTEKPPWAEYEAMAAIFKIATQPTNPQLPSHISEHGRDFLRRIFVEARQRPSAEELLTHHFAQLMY
The depositor's hits bear a star; / = not tested or not shown.

canonical_smiles	NALP1 inh	PfM18AAP inh	DNA FID counter	OXTR agonist	PHOSPHO1 inh	MEKK2wt PB1 HTS	GPR7 antagonist	MEKK2 mut-MEK5	MEKK3 PB1 HTS
Cc1cc(N2CCCCC2)nc(SCC(=O)c2ccccc2)n1	3.2	3.5	-14.1	-2.5	24.9	92.0	-4.9	-7.0	91.0
CC1=C(C(=O)OCCNC(=O)c2ccccc2O)C(c2ccccc2[N+](=O)[O-])C(C(=O)OCC2CCCO2)=C(C)N1 (stereo unspecified)	25.0	2.0	-15.1	1.7	-1.5	96.0	5.8	0.0	95.0
Cc1ccc(NC(=O)c2cc(N3C(=O)CCC3=O)ccc2N2CCCCC2)cc1	-0.9	-0.1	0.5	-1.1	-10.2	82.0	2.5	-19.0	89.0
Nc1nnc(SCC(=O)NN2C(=O)NC3(CCCCC3)C2=O)s1	14.9	-3.8	-6.2	0.6	0.8	86.0	-10.7	-2.0	88.0
CCSc1nc(N)c(C#N)c(-c2ccco2)c1C#N	-55.5	4.8	4.3	-2.9	-10.5	106.0	-3.9	4.0	106.0
COc1cc(OC)cc(-c2nc3nc(C)c(CCC(=O)NCC(OC)OC)c(C)n3n2)c1	1.8	-2.1	-6.5	0.0	-10.0	102.0	-5.9	2.0	101.0
CCOC(=O)C1(CCCc2ccccc2)CCN(C2CCSCC2)CC1	11.0	0.3	11.5	/	-10.1	96.0	42.7*	-4.0	98.0
COC(=O)c1[nH]c2ccccc2c1CN1CCOCC1	2.4	3.4	0.9	1.4	-2.6	106.0	0.0	5.0	104.0
COc1ccc(-c2csc(NC(=O)C(CC(=O)O)N3CCOCC3)n2)cc1 (stereo unspecified)	2.4	-0.5	-15.4	/	-10.7	101.0	-0.8	3.0	98.0
CCc1ccc(NC(=O)c2cc(C(C)C)on2)cc1	11.3	-2.4	-8.0	-1.5	41.9	103.0	-4.4	7.0	106.0
O=C(NCC#CCOCc1ccccc1)c1ccccc1	32.4	-1.1	-7.4	0.7	8.4	97.0	7.5	4.0	99.0
O=C(Nc1cccn(Cc2cccc(F)c2)c1=O)NC1CCCCC1	5.9	0.8	-22.8	-1.1	7.7	105.0	-5.8	2.0	104.0
CC(C)CCNC(=O)C(c1ccncc1)N(C(=O)Cn1nnc(-c2ccc(F)cc2)n1)c1ccccc1F (stereo unspecified)	9.4	3.8	-9.1	-1.9	5.6	99.0	-6.7	3.0	100.0
O=C1CCC2=C(CCCC2=O)N1	1.3	-5.5	-1.4	0.3	11.7	83.0	5.2	-10.0	94.0
COc1cc(/C=N/NC(=O)CNc2n[nH]c(=O)[nH]c2=O)ccc1O	3.9	1.6	-0.1	-0.3	-2.4	104.0	-1.4	0.0	100.0

Continued:
canonical_smiles	NALP1 inh	PfM18AAP inh	DNA FID counter	OXTR agonist	PHOSPHO1 inh	MEKK2wt PB1 HTS	GPR7 antagonist	MEKK2 mut-MEK5	MEKK3 PB1 HTS
O=C(COc1ccc(/C=N/NS(=O)(=O)c2ccccc2)cc1)N1CCOCC1	22.1	8.5	-2.4	0.0	-15.2	88.0	-3.9	-13.0	101.0
CCOC(=O)Cn1c2c(c(-c3ccccc3OC)cc1=O)CCCC2	-3.4	-10.9	-20.6	-1.1	1.7	98.0	-10.2	2.0	107.0
CCOc1ccccc1NC(=O)Cn1nnc(C(=O)Nc2ccc(C)cc2)c1N	31.8	-0.3	-13.8	-2.3	17.6	/	6.1	/	/
OCc1ccccc1N=c1ssnc1Cl	4.4	-6.4	2.1	0.2	91.1*	102.0	31.1*	3.0	100.0
O=C(N[C@@H](Cc1ccccc1)C(=O)OCc1ccccc1)c1nc[nH]c1C(=O)NC(c1ccccc1)c1ccccc1	-5.5	3.0	-9.6	1.4	30.4	92.0	-40.4	-5.0	103.0
O=C(CN1CCOCC1)N/N=C/c1ccc(C(=O)O)cc1	4.2	-0.8	-1.8	0.0	12.5	95.0	-2.9	-7.0	96.0
CCC1=C2CC[C@H]3C(=O)NC(=O)[C@H]3[C@H]2[C@@]2(Cc3ccccc3)C(=NCC(=O)OC)OC(=O)N2C1=O	/	/	/	-0.3	30.9	98.0	/	9.0	112.0
O=C(N/N=C/c1ccc(F)cc1)c1ccccc1	31.9*	3.9	-13.5	0.6	-15.8	96.0	2.1	-4.0	108.0
CNCC(=O)N1CCN(c2ncc(C(F)(F)F)cc2Cl)CC1	30.0	6.1	0.1	1.8	-7.9	99.0	-13.7	-5.0	100.0
Cc1cc(C)n2nc(C(=O)NCc3ccco3)cc2n1	-5.0	-9.0	1.2	0.5	-3.1	98.0	-9.3	-4.0	102.0
O=C(CC1C(=O)NCCN1Cc1ccc(-c2ccccc2)cc1)NCc1ccncc1 (stereo unspecified)	15.0	4.8	-7.1	0.0	35.3	113.0	6.5	2.0	102.0
Cc1ccc(CN2CCN(/N=C/C(Br)=C\c3ccccc3)CC2)cc1	14.2	-4.1	-20.8	-0.6	1.5	82.0	-3.2	-26.0	72.0
O=C(COc1ccc2c(c1)oc(=O)c1ccccc12)NCCN1CCOCC1	12.9	-0.9	19.8	0.4	22.4	97.0	0.4	-6.0	96.0
CC(NC(=O)C(C)N1CCN(Cc2ccccc2)CC1)c1ccccc1 (stereo unspecified)	8.0	-3.5	-1.2	0.9	22.4	101.0	-8.2	-2.0	102.0
COC(=O)c1[nH]c2cccc(OC)c2c1NC(=O)CCN1CC(C)CC(C)C1 (stereo unspecified)	6.7	0.1	1.2	-1.4	16.3	110.0	-10.4	4.0	106.0

(list continues)
canonical_smiles	NALP1 inh	PfM18AAP inh	DNA FID counter	OXTR agonist	PHOSPHO1 inh	MEKK2wt PB1 HTS	GPR7 antagonist	MEKK2 mut-MEK5	MEKK3 PB1 HTS
COc1ccc(-c2cc(C(F)(F)F)n3nc(C(=O)N4CCOCC4)c(Cl)c3n2)cc1	27.4	2.8	-1.0	-2.6	-8.1	106.0	-5.5	7.0	105.0
O=C(Nc1ccccn1)c1ccc(Cl)c([N+](=O)[O-])c1	10.7	-3.2	4.6	-0.4	28.1	88.0	-3.3	-8.0	100.0
CC[C@@H](C)C(C(=O)N1CCN(C(=O)OC(C)(C)C)CC1)n1cc(-c2cn([C@@H](C)C(=O)N3CCN(C(=O)OC(C)(C)C)CC3)nn2)nn1 (stereo partly specified)	/	/	/	-0.8	34.3	86.0	/	2.0	92.0
CC(C)Oc1cc(O)c2c(=O)c(-c3ccc(O)cc3)coc2c1	34.1	4.7	-5.6	0.3	-18.1	106.0	-5.8	4.0	108.0
CC(C)(C)NC(=O)c1sccc1C(=O)O	/	-1.3	4.9	0.1	/	115.0	-11.7	4.0	110.0
CNc1nc(C)c(C(=O)OCC(=O)OC)s1	16.9	-0.1	37.1*	0.3	9.6	94.0	-8.7	1.0	103.0
Clc1ccccc1/C=N/NC1=Nc2cccc3cccc1c23	44.5	1.2	-4.7	-2.1	2.4	102.0	-1.3	2.0	106.0
CC1CN(C(=O)Cn2c(=O)oc3ccccc32)CC(C)O1 (stereo unspecified)	21.5	-6.2	-3.0	1.1	26.5	102.0	-5.6	2.0	103.0
O=C(CSc1n[nH]c(-c2ccncc2)n1)c1ccccc1	21.3	0.5	-2.1	2.3	33.4	103.0	-2.8	4.0	103.0
Cc1cc(NC(=O)CCC(=O)N(Cc2ccco2)C(C(=O)NC2CCCC2)c2ccccc2C)no1 (stereo unspecified)	11.4	-3.5	-36.8	-1.3	-1.9	98.0	-12.9	3.0	105.0
O=C(Cc1cccc(C(F)(F)F)c1)Nc1ccccc1N1CCCC1	3.7	16.5	-27.0	-0.8	23.8	108.0	-0.4	9.0	105.0
O=C(Nc1nccs1)c1cccc2ccccc12	8.8	1.1	-2.8	1.1	-12.5	113.0	-11.6	12.0	106.0
Cc1ccn2c(CNCC3OCCc4ccccc43)c(C(=O)N3CCCCCC3)nc2c1 (stereo unspecified)	7.4	-0.4	1.0	-1.3	26.2	107.0	-10.7	11.0	103.0
O=C(NC(=S)Nc1ccccc1Br)c1cccnc1	5.9	12.4	-4.9	0.6	44.4	109.0	2.3	8.0	103.0
COc1cccc(NC(=O)Nc2nnc(-c3ccccc3SCc3ccccc3)s2)c1	13.1	-0.7	3.5	0.7	9.7	114.0	-17.2	18.0	115.0

Additional compounds.
canonical_smiles	NALP1 inh	PfM18AAP inh	DNA FID counter	OXTR agonist	PHOSPHO1 inh	MEKK2wt PB1 HTS	GPR7 antagonist	MEKK2 mut-MEK5	MEKK3 PB1 HTS
Cc1ccc(Nc2ncnc3c2cnn3C)c(C)c1	13.8	3.0	-4.9	-0.2	29.1	108.0	-16.7	9.0	104.0
COc1cc(NC(=O)COc2cc(C)cc3oc(=O)c(C)c(C)c23)cc(OC)c1OC	1.9	-1.0	-22.1	-0.2	-3.6	113.0	-7.3	4.0	109.0
COC(=O)C1CCN(C(=O)Cn2nnc(-c3cccc(F)c3)n2)CC1	11.0	-2.9	-9.1	-0.1	25.7	101.0	-6.8	-2.0	102.0
COCCCNC(=S)NNC(=O)c1cccnc1	7.4	-10.2	-1.1	1.8	-9.1	101.0	-4.0	0.0	102.0
O=C(CC(c1ccccc1)c1ccccc1)NCC(O)c1ccc([N+](=O)[O-])cc1 (stereo unspecified)	18.5	3.5	-3.8	-0.9	12.0	100.0	18.5	-3.0	101.0
N#Cc1ccccc1NC(=S)NC(=O)c1cccs1	-22.3	-13.5	-10.9	-0.2	10.3	102.0	-12.5	0.0	101.0
Cc1ccc(C)c(NC(=O)c2cc(-c3ccccc3O)n[nH]2)c1	-4.8	9.4	-18.2	/	42.0	111.0	14.6	7.0	106.0
COc1ccc(C(=O)NCC(=O)N=Nc2c(O)n(Cc3ccccc3)c3ccccc23)cc1OC	/	5.2	-18.9	-0.7	36.8	97.0	-2.2	17.0	106.0
COc1cc(OC)cc(-c2n[nH]c(=S)n2-c2ccc3c(c2)OCO3)c1	13.2	31.7*	-29.2	-2.0	-10.5	92.0	-9.5	-1.0	86.0
Cc1cc(C)c(NN=c2c(=O)c3ccccc3c2=O)c(C)c1	9.0	-7.0	3.2	0.2	32.6	/	4.7	/	/
COc1cc(SC)ccc1C(=O)Nc1ccc(S(=O)(=O)N2CCCC2)cc1	4.8	-13.6	2.6	0.0	-23.5	107.0	-2.3	8.0	105.0
Cc1ccc2c(CC(=O)Nc3c(C)n(C)n(-c4ccccc4)c3=O)coc2c1	-2.9	-7.4	-11.1	-1.1	-79.4	101.0	-4.5	5.0	98.0
Cc1ccc(S(=O)(=O)N2CCC(C)CC2)cc1C(=O)NCCN1CCOCC1	-3.7	-4.2	-8.5	0.1	/	108.0	-0.5	5.0	100.0
CC1=Nn2c(nnc2-c2ccccc2F)SC1	3.6	-2.0	0.7	1.2	-25.3	92.0	-2.9	-1.0	99.0
CCCCSc1nc(N)c(NC(=O)c2ccco2)c(=O)[nH]1	/	3.0	-4.0	0.2	6.3	87.0	0.6	-7.0	93.0
CC(C)CC(C(=O)OCC(=O)Nc1cccc(Cl)c1)N1C(=O)C2CC=CCC2C1=O (stereo unspecified)	23.5	-8.4	-20.3	-0.5	-3.4	105.0	-6.5	19.0	103.0
CC(=O)c1sc(NC(=O)c2ccc(F)c(F)c2)nc1C	5.7	-8.7	0.5	1.0	2.6	105.0	-6.7	4.0	105.0
O=c1cc2n(c(=O)[nH]1)CCC1=C2CCCC1	-6.8	-0.7	-1.7	0.3	9.2	81.0	-8.6	-14.0	73.0

Complete entries, looked up by structure. Values in the order: NALP1 inh	PfM18AAP inh	DNA FID counter	OXTR agonist	PHOSPHO1 inh	MEKK2wt PB1 HTS	GPR7 antagonist	MEKK2 mut-MEK5	MEKK3 PB1 HTS
`COc1ccc(C(=O)NCC(=O)N=Nc2c(O)n(Cc3ccccc3)c3ccccc23)cc1OC` is entered as /	5.2	-18.9	-0.7	36.8	97.0	-2.2	17.0	106.0
`COC(=O)C1CCN(C(=O)Cn2nnc(-c3cccc(F)c3)n2)CC1` is entered as 11.0	-2.9	-9.1	-0.1	25.7	101.0	-6.8	-2.0	102.0
`Cc1cc(C)c(NN=c2c(=O)c3ccccc3c2=O)c(C)c1` is entered as 9.0	-7.0	3.2	0.2	32.6	/	4.7	/	/
